Bioassay records (PubChem)
Tb PFK block – blocks T. brucei phosphofructokinase; O15648; T. brucei PFK, ADP-Glo luminescence; Potency, µM (titrated, usually from 57.5 µM), without a hit: top-dose activity, negative = inhibition, hits mostly inhibitors; actives 0.17% (n = 330,000); AID 485367;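 also: potency is read from the fitted curve at half-maximal effect; 0% = uninhibited 1x PFK enzyme wells and -100% = no-enzyme wells; nearly all actives have a fitted effect of over 60% in size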
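Luminescent ADP detection (ADP-Glo, two-step: ATP depletion then ADP-to-ATP conversion for luciferase) reported PFK activity after 45 min room-temperature reaction of 1.25 nM enzyme with 0.5 mM F6P and 0.1 mM ATP at pH 8.0.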
uPA generation – inhibitors of cell surface uPA generation. cell surface uPA generation assay, qHTS. actives 0.31% (n = 330,000). Potency, µM (titrated, usually from 38.3 µM), for inactives: at the top dose activity change, negative = inhibition, most hits filed as inhibitors; active = well fitted inhibition curve with a large enough effect; inconclusive = small, poorly fitted or top-dose-only effect; inactive = no such curve, though single readings can be large or run the other way; tested in mouse RAW 264.7 cells; also: potency is read from the fitted curve at half-maximal effect; % is scaled to controls: 0 for no effect and ±100 for the full control effect; nearly all actives have a fitted effect of over 55% in size
ELG1 genotoxic – inducers of genotoxicity in HEK293T ELG1-luciferase cells; HEK293T ELG1-luciferase reporter, luminescence, 16 h; Potency, µM (doses to about 46 µM), for inactives: top-dose activity change, positive = activation, usual class: activators; AID 504466; actives 1.3% (n = 330,000); also: potency is read from the fitted curve at half-maximal effect; % of control where 0% means no effect; nearly all actives have a fitted effect of over 60% in size
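16 hr compound incubation (37 °C, 5% CO2) of HEK293T cells carrying luciferase-tagged ELG1; luciferase then measured by ONE-Glo luminescence after 30 min at RT.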
FLuc modulator – inhibits or activates purified firefly luciferase, miR-21 counter-screen; purified FLuc, Km substrates, luminescence inhibition; Potency, µM (series often up to 57.5 µM), inactives show at the top dose activity change, negative = inhibition, hits mostly inhibitors; P08659; actives 6.9% (n = 360,000);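 also: potency is read from the fitted curve at half-maximal effect; plate controls were vehicle for no effect and reference inhibitor for full effect; nearly all actives have a fitted effect of over 55% in size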
Target sequence (P08659 whole entry, looked up): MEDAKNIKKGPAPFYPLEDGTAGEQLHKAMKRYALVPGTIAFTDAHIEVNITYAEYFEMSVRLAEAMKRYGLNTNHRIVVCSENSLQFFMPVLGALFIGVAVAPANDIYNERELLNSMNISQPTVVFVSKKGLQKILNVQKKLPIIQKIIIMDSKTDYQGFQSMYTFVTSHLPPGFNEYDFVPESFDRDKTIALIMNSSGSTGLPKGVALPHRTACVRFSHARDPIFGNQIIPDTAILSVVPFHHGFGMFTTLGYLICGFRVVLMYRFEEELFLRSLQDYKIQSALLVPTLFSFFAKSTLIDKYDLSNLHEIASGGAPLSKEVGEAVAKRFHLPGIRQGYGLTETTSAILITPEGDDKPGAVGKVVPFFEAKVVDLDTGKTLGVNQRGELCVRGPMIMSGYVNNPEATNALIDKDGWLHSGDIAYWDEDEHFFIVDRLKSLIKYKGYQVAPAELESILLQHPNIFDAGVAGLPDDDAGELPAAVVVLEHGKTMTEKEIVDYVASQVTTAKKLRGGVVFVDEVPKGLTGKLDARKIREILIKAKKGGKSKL
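Biochemical qHTS of compounds, final roughly 60 µM downward over six points, against 10 nM purified firefly luciferase using Km concentrations of substrates (10 uM D-luciferin, 10 uM ATP) in Tris acetate pH 7.5 buffer; luminescence output.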
KCNH2 3.1 block – blocks the human KCNH2 3.1 channel isoform. U2OS KCNH2 3.1, thallium flux FluxOr; stronger effect = lower value. activity change, % (tested at about 1.8 µM). actives 0.95% (n = 340,000);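 active = maximum activity change below -70%; inconclusive = maximum activity change from -70% to -50%; inactive = maximum activity change above -50%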;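 also: thallium influx rate constant from kinetic fluorescence after stimulation buffer; % is scaled to controls: 0 for no effect and ±100 for the full control effect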
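Steps: virus added to U2OS suspension (4 h, RT, dark); medium with 10% FBS added, cells plated, 37 C overnight; FluxOr/Red40 loading buffer 45 min RT; stimulation buffer, 2 min kinetic read; rate constant normalized.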
Coupling enz – inhibits coupling enzyme system, counter-screen for aldolase hits; activity change, negative = inhibition, % at 58.2 µM, hits read low; coupling enzyme system counterscreen, AmpLite Red fluorescence; actives 0.67% (n = 290,000); in the data active = activity change below about -30%; also: % is scaled to controls: 0 for no effect and ±100 for the full control effect
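Activity here indicates interference with the coupling reaction, not aldolase inhibition. Compounds at 57.5 uM final met coupling enzymes for 10 min at RT; substrate and AmpLite Red detection followed, with a 525/598 nm fluorescence read after 20 min.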
NPC1 promoter act – activates the NPC1 promoter | Potency, µM (highest dose often 9.22 µM), without a hit: at the top dose activation, most hits filed as activators | Huh7 NPC1 promoter luciferase reporter, 24 h | actives 2.4% (n = 320,000);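 also: potency is read from the fitted curve at half-maximal effect; % of control where 0% means no effect; nearly all actives have a fitted effect of over 60% in size; reporter is driven by a mutant NPC1 promoter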
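NPC1 promoter–luciferase Huh7 cells; 24 h compound; luminescence.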
Giardia killer – Giardia lamblia killing. activity change, % at 7.66 µM, hits read low. Giardia lamblia trophozoite viability. AID 540267. actives 0.15% (n = 340,000); in the data active = activity change below about -80%; inconclusive = between about -30% and that limit;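 also: parasites exposed to compound for two days anaerobically before the ATP read; % is scaled to controls: 0 for no effect and ±100 for the full control effect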
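Giardia lamblia trophozoites (100 cells/well) were incubated with compounds for 48 h at 37 deg C under anaerobic conditions. Viability was read as ATP content by one-step luminescence after 15-30 min at room temperature.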
RORg inh – inhibitors of mouse ROR gamma transcriptional activity. Drosophila S2 Gal4-RORgamma UAS-luciferase reporter, 20 h. Potency, µM (doses to about 53.6 µM), inactives show at the highest dose activity change, negative = inhibition, usual class: inhibitors. actives 5.4% (n = 310,000). AID 2551; also: potency is read from the fitted curve at half-maximal effect; % is scaled to controls: 0 for no effect and ±100 for the full control effect; nearly all actives have a fitted effect of over 60% in size
Target sequence (P51450 whole entry, looked up, the tested form may be a part): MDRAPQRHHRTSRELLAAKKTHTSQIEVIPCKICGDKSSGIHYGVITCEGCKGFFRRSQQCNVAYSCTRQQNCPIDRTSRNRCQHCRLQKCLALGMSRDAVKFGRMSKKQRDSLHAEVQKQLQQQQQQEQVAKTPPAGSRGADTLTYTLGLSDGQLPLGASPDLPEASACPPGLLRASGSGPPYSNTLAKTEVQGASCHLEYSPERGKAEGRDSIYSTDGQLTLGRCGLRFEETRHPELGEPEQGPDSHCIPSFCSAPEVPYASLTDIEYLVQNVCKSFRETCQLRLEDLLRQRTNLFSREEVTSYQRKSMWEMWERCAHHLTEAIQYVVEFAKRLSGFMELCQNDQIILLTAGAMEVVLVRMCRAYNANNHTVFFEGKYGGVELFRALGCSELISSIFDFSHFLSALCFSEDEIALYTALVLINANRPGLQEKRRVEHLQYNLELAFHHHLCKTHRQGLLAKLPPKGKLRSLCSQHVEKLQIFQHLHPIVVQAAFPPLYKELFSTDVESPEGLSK
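In this cell-based reporter format, copper sulfate (700 uM final) drives Gal4–ROR gamma fusion expression from a metallothionein promoter in Drosophila Schneider cells; compounds preincubated 1 hr, reporter read after 20 hr at ambient temperature.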
Rab9 prom act – activates the Rab9 promoter. actives 2.8% (n = 320,000). Potency, µM (series often up to 9.22 µM), for the others: top-dose activation, negative = inhibition, hits mostly activators. AID 485297. Huh7 Rab9 promoter-luciferase reporter, luminescence, 24 h; also: potency is read from the fitted curve at half-maximal effect; % of control where 0% means no effect; nearly all actives have a fitted effect of over 60% in size
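Steps: seed 1500 Huh7 Rab9-luc cells per well, rest 2 h at 37 °C; add compound in DMSO; incubate 24 h; add luciferase reagent, 10 min ambient; read luminescence.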
Gal4-VP16 FLuc – counter-screen for ROR gamma inhibitors: Gal4-VP16 reporter; Drosophila S2 Gal4-VP16 UAS-luciferase, luminescence, 20 h; Potency, µM (doses to about 53.6 µM), without a hit: top-dose activity, negative = inhibition, most hits filed as inhibitors; actives 3.5% (n = 310,000); AID 2546;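 also: Gal4-VP16 expression switched on by copper sulfate through the metallothionein promoter; potency is read from the fitted curve at half-maximal effect; % is scaled to controls: 0 for no effect and ±100 for the full control effect; nearly all actives have a fitted effect of over 50% in size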
Numbers without * were called inactive; u = inconclusive; x = no result given; & = joins results of further samples; [ ] = another dose, or the depositor's remark. Unless noted, calls follow the shape of the dose curve; as a rule, active = well fitted curve in the direction sought with a large enough effect; inconclusive = small, poorly fitted or top-dose-only effect, or another doubt; inactive = no such curve, though single readings can be large; an effect the other way counts as inactive or inconclusive.

SMILES	Tb PFK block	uPA generation	ELG1 genotoxic	FLuc modulator	KCNH2 3.1 block	Coupling enz	NPC1 promoter act	Giardia killer	RORg inh	Rab9 prom act	Gal4-VP16 FLuc
NC(=O)C1CCN(S(=O)(=O)c2cccc(S(=O)(=O)N3CCCCC3)c2)CC1	-4%	0%	1%	-1%	-5	-1	-2%	4	17%	1%	-3%
CCCN1C(=O)c2cc(C(=O)Nc3ccccc3OC)ccc2C1Nc1ccccc1OC (centres undefined)	-12%	3%	-6%	-2%	-16	-6	-13%	-11	4%	-2%	-1%
O=C(N/N=C/c1cccnc1)c1cc2c(ccc3ccccc32)o1	0%	5%	3%	u	-1	-1	-5%	-18	2%	2%	5%
Cc1ccc(NC(=O)CCn2nnc3ccccc32)c(C)c1	-22%	3%	-4%	2%	3	4	-5%	1	4%	-1%	6%
Cc1ccc(NC(=O)CNCC2CCCCC2)cc1S(=O)(=O)N(C)C	-2%	-9%	-3%	7%	-5	2	-5%	-3	12%	-3%	-4%
CC(=O)Nc1ccc(Oc2nc(-c3ccccn3)nc3ccccc23)cc1	2%	-4%	-14%	-18%	2	0	1%	-2	-3%	0%	u
Cc1ccc(C(=O)Nc2ccccc2N2CCOCC2)cc1S(=O)(=O)N1CCOCC1	-2%	22%	-3%	3%	5	x	-1%	-14	x	0%	x
Cn1cc(/C=C/C(=O)N2CCCC(C(=O)c3cccc4ccccc34)C2)cn1 (centres undefined)	2%	-1%	0%	-10%	16	-2	1%	-10	9%	2%	10%
COc1ccc(C(=O)N2N=C(c3cccs3)CC2c2ccccc2O)cc1 (centres undefined)	3%	4%	-1%	-2%	-5	x	3%	3	5%	-9%	-4%
COC(=O)c1cccc(NC(=O)CCN2C(=O)C3CC=CCC3C2=O)c1 (centres undefined)	-3%	-3%	0%	-10%	28	x	0%	-10	x	-2%	x
CSc1cccc(NC(=O)c2cnccn2)c1	1%	4%	6%	u	-1	-1	10%	4	18%	24%	17%
C/C(=N\NC(=O)C12CCC(C)(C(=O)O1)C2(C)C)c1ccccc1O (centres undefined)	-10%	1%	5%	-11%	11	0	-4%	10	0.71µM*	-32%[inhibitor]	1.3µM*
COc1ccc(CC(=O)Nc2nc(C)cs2)cc1OC	-3%	-1%	3%	0%	-3	-1	10%	4	-14%	-3%	u
Cc1cc(N/C=C(\C#N)S(=O)(=O)c2ccc(Cl)cc2)nc(C)n1	-10%	-11%	1%	2%	-5	3	-1%	-23	4%	-6%	-3%
COCCN(C(=O)C1CCCC1)c1c(N)n(Cc2ccccc2)c(=O)[nH]c1=O	-4%	1%	-3%	-3%	36	-3	4%	-7	-8%	18%	-4%
CC(=O)Nn1c(-c2ccccc2)cc2ccccc21	7%	-3%	4%	6%	1	0	-1%	3	-24%	3%	3%
NC(=O)C1CCCN(Cc2ccc3ccccc3c2)C1 (centres undefined)	-9%	12%	1%	0%	-4	3	7%	-18	-19%	2%	-21%
CC1(c2ccc([N+](=O)[O-])c(CS(=O)(=O)c3ccccc3)c2)OCCO1	3%	-4%	0%	1%	-2	0	-1%	23	18%	1%	5%
CC(=O)Nc1c(-c2ccccc2Cl)c(=O)c2ccccc2n1C	5%	-2%	1%	-1%	11	2	-5%	-13	16%	-12%	0%
Cc1ccc(NC(=O)CCNC(=O)c2ccccc2Cl)cc1S(=O)(=O)N1CCCCCC1	0%	-3%	-8%	7%	5	x	0%	17	x	-10%	x
CC(C)C(=O)NC(=S)NCC(=O)c1ccccc1	6%	2%	3%	-12%	-6	4	12%	-17	11µM*	22%	u
Cc1cccc(N2C(=O)C(Cc3ccccc3)NC2=S)c1 (centres undefined)	6%	-4%	1%	6%	13	2	-2%	1	u	-3%	u
COc1ccc(CNC(=S)Nc2ccccc2)cc1	1%	-1%	3%	5%	-30	0	4%	5	7.1µM*	13%	10µM*
O=C(COc1ccc2c(c1)OCO2)Nc1ccccc1F	-3%	7%	u	6µM*	5	0	u	-28	7%	u	8%
Cc1cnc2c(c1)C(=O)c1ccccc1-2	3%	4%	4%	-19%	-111*	0	-3%	-13	-13%	-1%	-5%

New compounds follow.
SMILES	Tb PFK block	uPA generation	ELG1 genotoxic	FLuc modulator	KCNH2 3.1 block	Coupling enz	NPC1 promoter act	Giardia killer	RORg inh	Rab9 prom act	Gal4-VP16 FLuc
COc1ccccc1CNC(=O)COC(=O)c1ccc(Cl)c(N)c1	2%	5%	-2%	-1%	1	-2	2%	-1	9%	-2%	-13%
FC(F)Oc1ccc(NC(=S)NNc2ccnc3cc(Cl)ccc23)cc1	0%	-1%	0%	3%	-81*	0	-5%	-5	-3%	-2%	-7%
CC(=O)Nc1ccc(C(=O)NNC(=O)c2ccc(Cl)cc2Cl)cc1	1%	-10%	-8%	3%	18	2	-14%	-17	27%	-4%	3%
CN(c1ccccc1)S(=O)(=O)c1cccc(NC(=O)CSc2nncn2C)c1	5%	-2%	-2%	-1%	2	0	11%	-6	20%	-1%	-11%
CCCCn1c(C(C)NC(=O)c2cccs2)nc2ccccc21 (centres undefined)	1%	1%	-1%	7%	-10	5	-2%	15	u	0%	u
Cc1cc(C)c(OCC(=O)OCC(=O)N2CCCc3ccccc32)c(C)c1	-2%	4%	2%	3%	-1	x	2%	1	x	-2%	x
C=CCOc1ccc(/C=C2\SC(N3CCCCC3)=NC2=O)cc1	2%	-5%	7%	u	-8	2	-2%	10	u	0%	12%
CCc1c(C)nc(SC)n(CC#N)c1=O	1%	-5%	3%	5%	-2	2	1%	-29	3%	-2%	-2%
O=C(NCCOc1ccccc1)c1ccc2n[nH]nc2c1	-3%	-6%	u	x	-1	x	u	7	x	18%	x
COCCN(CC(=O)Nc1ccc(F)cc1)S(=O)(=O)c1ccc(S(=O)(=O)N2CCCC2)cc1	-1%	-2%	3%	6%	x	2	-7%	-14	-32%	-1%	-16%
Fc1ccc2cc(-c3cccnc3)ncc2c1	7%	-18%	u	x	4	x	x	u	x	x	x
CSc1ccc(N=Nc2c(C)[nH]n(C)c2=O)cc1	1%	1%	u	19µM*	0	1	2%	7	u	18%	-85%
S=C(Nc1ccc(Cl)cc1)NC1CCCCC1	3%	3%	-4%	15µM*	14	1	29%	11	3.5µM*	19%	16µM*
Cn1nnnc1SCC(=O)N1CCN(S(=O)(=O)c2ccccc2)CC1	-1%	-4%	1%	2%	-6	1	-6%	-14	8%	1%	3%
O=C1c2cccnc2C(Nc2ccc(Br)cc2)N1Cc1cccs1 (centres undefined)	-29%	0%	1%	-15%	3	4	0%	21	45%	-2%	-2%
COc1ccc(C(=O)N/C(=C\c2ccco2)C(=O)NCc2cccnc2)cc1	-3%	1%	0%	0%	-10	-13	0%	-28	-1%	0%	-7%
CC(C)(C)n1nc2c(c1NC(=O)c1ccc(F)c(F)c1)CS(=O)(=O)C2	-5%	1%	1%	-3%	x	x	-3%	-1	-14%	1%	2%
O=C(O)Cn1c(O)c(C=Nc2ccccc2)sc1=S	0%&-2%	1%&3%	-2%&2%	u	14&-15	-10&-2	-5%&-20%	1&-19	-18%&19%	4%&3%	3%&-1%
O=C(OCc1cc(Cl)cc2c1OCOC2)c1cccnc1Cl	-3%	3%	4%	x	0	x	x	-7	x	x	x
CC(C)n1c(SCC(=O)Nc2ccc3c(c2)OCO3)nc2c1c(=O)n(C)c(=O)n2C	-6%	-4%	-4%	3%	-5	5	0%	-9	10%	-3%	1%
Cc1ccc(-c2noc(CSc3nnc(-c4ccncc4)n3-c3ccc(C)cc3)n2)cc1	-5%	x	-11%	-3%	-8	4	-8%	-4	23%	-6%	-2%
CNC(=O)CCC(=O)Nc1ccc(C)cc1	0%	2%	1%	0%	9	1	1%	34[activator]	-4%	-1%	19%
O=C(N/N=C/c1cccc2nccnc12)c1ccncc1	1%	-4%	1%	u	-3	1	-5%	9	u	-4%	-8%
Cc1cc(/C=C2\SC(=S)NC2=O)c(C)n1-c1cccc(O)c1	0%	-12%	u	1.1µM*	-17	0	2.5µM*	u	-34%	1.6µM*	-28%
COc1ccc(NC(=O)N2CCn3c2nc2ccccc23)cc1	1%	x	2%	u	-8	0	6%	5	9%	-6%	-14%
CC(C)C(=O)N(Cc1ccc(F)cc1)Cc1nc2ccccc2c(=O)[nH]1	-3%	-5%	-4%	-2%	6	1	-6%	-9	11µM*	-11%	-24%
O=C1CCCC(c2ccccc2)N1 (centres undefined)	2%	1%	2%	1%	16	-2	-1%	0	-25%	-5%	-15%
CC(C)C[C@@H](CN=[N+]=[N-])N1CCN(C)CCC1=O	0%	1%	0%	0%	-3	2	1%	7	-4%	-6%	3%
